PTAP TSG101 blk – qHTS Assay for Iinhibitors of HIV-1 Budding by Blocking the Interaction of PTAP/TSG101; Tumor susceptibility gene 101 protein (Homo sapiens), Q99816; Fluorescence polarization, FITC-PTAP peptide / Tsg101 binding; 340,000 tested, under 10 active; Potency, µM (titrated, usually from 115 µM), inactives show top-dose activity change, negative = inhibition, hits mostly inhibitors; AID 493005, 2010; active = well fitted inhibition curve with a large enough effect in the main read-out, with a control signal flat, not every such curve was filed as active; inconclusive = small, poorly fitted or top-dose-only effect, or effect the other way, or a change in a side signal; inactive = no such curve, though single readings can be large or run the other way; note: potency is the fitted concentration of half-maximal effect; % of control where 0% means no effect
Target sequence (Q99816 whole entry, looked up): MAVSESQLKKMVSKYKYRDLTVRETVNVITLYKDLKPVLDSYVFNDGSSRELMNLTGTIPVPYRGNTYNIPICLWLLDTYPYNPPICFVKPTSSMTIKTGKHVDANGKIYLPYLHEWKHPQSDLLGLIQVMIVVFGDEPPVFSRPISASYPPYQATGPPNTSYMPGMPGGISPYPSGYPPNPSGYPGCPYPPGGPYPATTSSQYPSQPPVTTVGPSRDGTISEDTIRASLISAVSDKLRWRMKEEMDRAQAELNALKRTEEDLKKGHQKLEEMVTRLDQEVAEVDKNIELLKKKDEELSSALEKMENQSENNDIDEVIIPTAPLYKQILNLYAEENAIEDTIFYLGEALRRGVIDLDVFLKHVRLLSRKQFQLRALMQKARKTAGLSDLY
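Steps: Tsg101 binding domain dispensed (10 uM final), compounds pinned in DMSO, FITC-labeled PTAP-motif peptide added (50 nM final); after 20 min binding at room temperature, polarization measured.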
TRPV1 ag – HTS Assay for Compounds that Act as Agonists of the Vanilloid Receptor 1; Transient receptor potential cation channel subfamily V member 1 (Homo sapiens), Q8NER1; TRPV1-expressing cells, Fluo-8 calcium influx, agonist mode; activation, % at 8.33 µM; 0.19% of 320,000 active; AID 540275, 2011; in the data active = activation above about 80%; inconclusive = between about 30% and that limit; note: 0% is about no effect
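Fluo-8 calcium influx in TRPV1-expressing cells, kinetic read (ex 480/em 520 nm). Compound added and read 3 min for agonist activity, followed by capsaicin at EC20 final and 2 min further read for enhancement.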
MLL CXXC-DNA inh – qHTS Fluorescence Polarization Assay for Inhibitors of MLL CXXC domain - DNA interaction; MLL-CXXC / FITC-HOXA9 DNA fluorescence polarization; AID 2662, 2010; Potency, µM (doses to about 115 µM), without a hit: top-dose activity change, negative = inhibition, usual class: inhibitors; 0.037% of 290,000 active; Histone-lysine N-methyltransferase 2A (Homo sapiens), Q03164; active = well fitted inhibition curve with a large enough effect in the polarisation, with a control signal flat, not every such curve was filed as active; inconclusive = small, poorly fitted or top-dose-only effect, or effect the other way, or a change in a side signal; inactive = no such curve, though single readings can be large or run the other way; the % refers to the polarisation; note: potency is the fitted concentration of half-maximal effect
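Purified MLL-CXXC (added from a 7 uM solution) was preincubated 5 min at ambient with pinned compounds in 50 mM Tris-HCl pH 7.5, 50 mM NaCl, 1 mM DTT, 0.05% BSA. Fluorescein-labeled HOX-A9 DNA (50 nM solution) followed, 30 min, then polarization read.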
Integrin act MD – qHTS for Activators of Integrin-Mediated Alleviation for Muscular Dystrophy | alpha7betagal myoblasts, beta-gal FDG fluorescence, 48 h | 0.064% of 350,000 active | Potency, µM (doses to about 38.3 µM), for the others: at the top dose activation, actives largely listed as activators;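 note: potency is the fitted concentration of half-maximal effect; 100% = response of the positive control SU9516; nearly all actives have a fitted effect of over 60% in size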
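alpha7betagal+/- myoblasts (passage 13, 250/well) treated 48 h at 37C with compounds at 1:260 dilution of DMSO stock. Lysed, then beta-galactosidase activity read as FDG fluorescence (ex 480/em 540) after 30 min, with pre-read for autofluorescence.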
p53 reactivator – qHTS assay for re-activators of p53 using a Luc reporter | H1299 p53-A138V BP100-luciferase reporter, luminescence, 24 h | Potency, µM (top dose mostly 92.2 µM), for inactives: at the highest dose activity change, positive = activation, usual class: activators | 0.063% of 320,000 active | AID 504706, 2011; note: potency is the fitted concentration of half-maximal effect; % of control where 0% means no effect; nearly all actives have a fitted effect of over 45% in size
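H1299 (p53-null), stable ts p53-A138V + BP100-Luc; 1000 cells/well, Opti-MEM/10% FBS; cpd 4 pt, 1:5; 24 h, 37 deg C, 5% CO2; detection reagent 10 min RT; luminescence.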
B2AR arrestin – qHTS assay of beta-arrestin-biased ligands of beta2-adrenergic receptor. Beta-2 adrenergic receptor (Homo sapiens), P07550. beta-arrestin recruitment to beta2AR, cell-based reporter. Potency, µM (top dose mostly 46.1 µM), inactives show top-dose activation, usual class: activators. 0.02% of 330,000 active;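 note: potency is the fitted concentration of half-maximal effect; 0% = DMSO controls and full agonism = EC100 isoproterenol or metaproterenol; nearly all actives have a fitted effect of over 65% in size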
Target sequence (P07550 whole entry, looked up): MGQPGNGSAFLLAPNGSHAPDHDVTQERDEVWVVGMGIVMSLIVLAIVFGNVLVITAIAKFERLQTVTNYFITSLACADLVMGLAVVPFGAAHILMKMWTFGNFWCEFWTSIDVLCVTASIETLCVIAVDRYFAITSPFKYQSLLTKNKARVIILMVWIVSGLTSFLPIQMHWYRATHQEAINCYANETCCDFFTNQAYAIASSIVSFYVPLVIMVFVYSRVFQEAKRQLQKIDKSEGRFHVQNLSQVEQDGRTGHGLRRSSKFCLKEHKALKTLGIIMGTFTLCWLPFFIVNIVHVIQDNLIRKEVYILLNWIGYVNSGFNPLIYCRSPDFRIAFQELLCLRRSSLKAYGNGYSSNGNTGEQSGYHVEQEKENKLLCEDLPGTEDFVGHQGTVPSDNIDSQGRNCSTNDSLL
BRCA1 expr up – qHTS Assay to Identify Small Molecule Activators of BRCA1 Expression. 1.1% of 380,000 active. MCF7-BRCA1-FFLuc reporter, luminescence, 48 h; response scale: scaled: vehicle 0%, 10 µM genistein 100%. Potency, µM (titrated, usually from 46.1 µM), for inactives: at the highest dose activation, actives largely listed as activators; note: potency is the fitted concentration of half-maximal effect; nearly all actives have a fitted effect of over 80% in size; some results filed as inactive show a strong effect at the top dose
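MCF7 cells carrying a BRCA1-firefly luciferase reporter (2000 cells/well, phenol-red free MEM) were attached for 2 h at 37 °C, then given compounds for 48 h. Luminescence was read 15 min after luciferase reagent; activity normalized to genistein (10 microM) and DMSO.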
TCR activator – Activators of T cell receptors: qHTS campaign; primary human leukocytes, anti-CD3, IL-2 HTRF, 48 h; Potency, µM (highest dose often 9.22 µM), without a hit: at the top dose activation of IL-2 secretion, actives largely listed as activators; 330,000 tested, under 10 active; note: % of control where 0% means no effect
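IL-2 produced over 48 hr by a-CD3 bead-stimulated primary human leukocytes exposed to compounds was detected with a homogeneous time-resolved FRET immunoassay, 665nm acceptor signal after 320nm excitation.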
A-T KAP1 phos – qHTS Assay for Identifying a Potential Treatment of Ataxia-Telangiectasia. […] A-T fibroblasts, KAP-1 phosphorylation AlphaLISA; neocarzinostatin DNA damage 30 min before lysis. Potency, µM (top dose mostly 57.5 µM), for the others: at the highest dose activation, usual class: activators. 0.19% of 320,000 active. AID 485349, 2010; note: potency is the fitted concentration of half-maximal effect; % of control where 0% means no effect; nearly all actives have a fitted effect of over 45% in size
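hTERT-immortalized A-T patient fibroblasts ([…]), 500 cells/well in OPTI-MEM, 1% FBS, got compounds for 60 min, then NCS for 30 min at 37C. Lysates were then assayed for phospho-KAP-1 by AlphaLISA (anti-pKAP1 donor, anti-KAP1 acceptor beads), 6 hr at 25C.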
ELG1 repair inh – qHTS screen for small molecules that inhibit ELG1-dependent DNA repair in human embryonic kidney (HEK293T) cells expressing luciferase-tagged ELG1 | HEK293T ELG1-luciferase reporter, luminescence, 16 h; DNA damage induced by 5-fluorouridine | Potency, µM (doses to about 46.1 µM), for the others: at the top dose activity change, negative = inhibition, usual class: inhibitors | 2.3% of 330,000 active | AID 504467, 2011; note: potency is the fitted concentration of half-maximal effect; % is set by controls: 0 for no effect and ±100 for the full control effect; nearly all actives have a fitted effect of over 55% in size
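DMSO vehicle served as the neutral condition. Each well held 2,000 cells given 5-fluorouridine plus compound; after 16 hr at 37 °C/5% CO2, ONE-Glo was added and luciferase measured 30 min later.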
Starred values were filed as active, the others as inactive; ? = inconclusive; nt = no result given; [ ] = dose if it differs, or a comment. Unless noted, calls come from the whole dose curve; as a rule, active = well fitted curve in the direction sought with a large enough effect; inconclusive = small, poorly fitted or top-dose-only effect, or another doubt; inactive = no such curve, though single readings can be large; an effect the other way counts as inactive or inconclusive.

SMILES	PTAP TSG101 blk	TRPV1 ag	MLL CXXC-DNA inh	Integrin act MD	p53 reactivator	B2AR arrestin	BRCA1 expr up	TCR activator	A-T KAP1 phos	ELG1 repair inh
CCC(C)(C)n1nnnc1C(c1cc2ccc(OC)cc2[nH]c1=O)N1CCCCC1 (stereo not given)	-10%	12	1%	-15%	-6%	0.2%	-2%	-38%	nt	17%
COc1ccc(S(=O)(=O)N2CCC(C(=O)NCc3ccco3)CC2)cc1C	0%	-1	23%	1%	-2%	10%	4%	-1%	2%	5%
CCc1ccc(OC(=O)Cc2ccc(OC)c(S(=O)(=O)N3CCOCC3)c2)cc1	0%	5	nt	30%	-1%	0.0%	-6%	12%	0%	10%
CN(C)CCNC(=O)c1cc2c(s1)-c1ccccc1OC2	-2%	-1	1%	0%	?	0.0%	?	2%	16%	?
CCOC(=O)C(C)N1CC(=O)N(c2ccccc2)C1=O (stereo not given)	-3%	nt	nt	-31%	nt	nt	4%	0%	nt	nt
O=C(COc1ccc2oc(-c3ccco3)cc(=O)c2c1)N1CCCCC1	-4%	9	?	-22%	-2%	0.0%	44%	-4%	-1%	10%
CC(=O)N1CCN(c2nnc(-c3ccc(C)cc3)c3ccccc23)CC1	1%	?	3%	19%	-3%	0.4%	-29%	-2%	9%	-8%
N#Cc1ccc(C(=O)Nc2cc(S(=O)(=O)N3CCCC3)ccc2OCC(F)(F)F)cc1	-2%	0	6%	14%	1%	-0.2%	-29%	0%	-3%	-11%
CCCCC(=O)N/N=C/c1ccc(Sc2cccc3cccnc23)o1	-6%	7	1%	-52%[inhibitor]	6%	0.3%	-41%	-2%	9%	?
CCCCNC(=O)c1cc2c(=O)n3cccc(C)c3nc2n(CCN2CCOCC2)c1=N	-4%	-13	4%	4%	13%	-0.2%	-12%	-4%	-1%	2%
COCC(C)N1CC(O)=C(c2nc(-c3ccc(Cl)cc3)cs2)C1=N (stereo not given)	1%	26	16%	-21%	-3%	-0.1%	-25%	3%	0%	-9%
Fc1ccc(-c2nnc3ccc(N4CCCC4)nn23)cc1	-3%	11	1%	2%	-13%	-0.2%	0%	2%[46.1 µM]	0%	-13%
C(=N\n1cnnc1)/c1cccn1-c1ccccc1	-1%	-4	-4%	22%	-2%	0.0%	5%	1%	3%	14%
Cc1ccc(-c2sc(-c3ccccc3)nc2CC(=O)Nc2ccccc2F)cc1	-5%	13	6%	9%	-2%	-0.2%	-32%	-1%[46.1 µM]	-2%	-16%
CC[N+](CC)(CC)C/C=C/CN1CCCCC1	-4%	1	15%	-3%	20%	0.0%	14%	-2%[46.1 µM]	2%	?
Cc1cc(Nc2cc(C(=O)O)ccc2C)n2ncnc2n1	0%	2	16%	-2%	-5%	-0.7%	-4%	-2%	3%	2%
CCC(C)(C)n1nnnc1C(c1cccnc1)N1CCCc2ccccc21 (stereo not given)	-8%	-5	-24%	18%	-5%	0.0%	-2%	2%	5%	-12%
CCOC(=O)c1ccc(S(=O)(=O)N2CCN(C(=O)C3CSC4(C)CCC(=O)N34)CC2)cc1 (stereo not given)	-4%	-2	nt	0%	0%	-2.5%	0%	nt	-1%	1%
CCc1ccc(C(=O)NNC(=O)C2CCN(c3ncnc4sc(C)c(C)c34)CC2)cc1	-12%	5	nt	27%	-14%	0.2%	-48%	-8%	-1%	?
Cc1ccnc(NC(=O)Cn2cc([N+](=O)[O-])cn2)c1	2%	-4	4%	?	18%	-0.1%	-18%	-2%	-4%	?
COc1ccc(C(=O)Nc2ccc(NC(=O)Cc3ccccc3)cn2)cc1	-6%	-1	17%	13%	-1%	-0.2%	4%	-2%	4%	8%
Cc1ccc(C(=O)Nc2nn(C)c3cccc(F)c23)cc1	-5%	nt	-5%	?	1%	0.1%	21%	1%	-3%	?
CC(=O)N1CCc2cc(S(=O)(=O)C(C)CC(=O)Nc3ccc(OC(F)(F)F)cc3)ccc21 (stereo not given)	-7%	-9	-5%	-52%[inhibitor]	8%	0.0%	43%	3%	1%	-3%
CCOC(=O)c1sc2nc(-c3ccccc3)ccc2c1N	0%	0	8%	-3%	nt	-0.7%	?	-1%[46.1 µM]	25%	?
CN(C(=O)c1cccc(NC(=O)Cc2cccc(NC(=O)C3CCN(C(=O)C4CCC4)CC3)c2)c1)C1CCC1	-10%	nt	nt	6%	nt	nt	16%	-3%	nt	nt
(continued)
SMILES	PTAP TSG101 blk	TRPV1 ag	MLL CXXC-DNA inh	Integrin act MD	p53 reactivator	B2AR arrestin	BRCA1 expr up	TCR activator	A-T KAP1 phos	ELG1 repair inh
NS(=O)(=O)c1ccc(CCNC(=O)CN2CCN(Cc3cccc(C(F)(F)F)c3)CC2)cc1	2%	0	0%	8%	1%	-0.1%	0%	-7%	1%	-25%
N/C(=N\N=C\c1ccco1)SC1CC(=O)N(c2ccc(C(=O)O)cc2)C1=O (stereo not given)	-5%	1	6%	-15%	0%	0.1%	0%	-3%	1%	9%
Cc1cccc(NC(=O)CCN2CCC(C)CC2)c1	0%	11	-1%	-13%	nt	0.5%	1%	nt	-1%	-5%
COc1ccc(C=O)cc1CN1CCCN(Cc2ccccc2F)S1(=O)=O	-5%	8	5%	0%	-6%	0.0%	-35%	-3%	13%	-5%
C/C=C/c1ccc(OCC(=O)Nc2cc(OC)c(OC)c(OC)c2)c(OC)c1	-4%	1	8%	31%	-6%	0.2%	-53%	5%	4%	15µM*
COC(=O)Nc1nnc(Cc2ccc(OC)cc2)s1	1%	0	-4%	0%	0%	-1.0%	0%	0%	0%	-1%
COC(=O)COc1ccc(/C=N/NC(=O)CN(c2ccccc2OC)S(=O)(=O)c2ccccc2)cc1	0%	-3	-2%	-39%	-16%	0.1%	-69%	2%	3%	22%
O=C(COc1ncnc2scc(-c3ccccc3)c12)NCCN1C(=O)CSC1=O	nt	-5	-5%	nt	-10%	-0.1%	nt	nt	1%	4%
COc1ccc(C(=O)N/C(=C\c2cn(S(=O)(=O)N(C)C)c3ccccc23)C(=O)NCCCN2CCOCC2)cc1	-8%	1	2%	-24%	-3%	0.3%	10%	5%	0%	3%
O=C(Nc1ccccc1C(=O)NCC1CCCO1)c1ccccc1 (stereo not given)	1%	-2	21%	4%	1%	4.0%	1%	4%	-3%	1%
CCC(CC)c1nnc(NC(=O)CS(=O)(=O)Cc2ccccc2)s1	-2%	nt	nt	3%	nt	nt	-31%	2%	nt	nt
O=C1CN(C(=O)COC(=O)c2oc3ccccc3c2COc2ccccc2)c2ccccc2N1	-1%	-5	15%	-19%	-3%	0.2%	-22%	10%	nt	?
CCCCNC(=O)CNC(=S)N(Cc1ccccc1)Cc1cccnc1	2%	-1	-1%	-22%	-6%	-0.4%	-5%	-3%	-3%	-18%
CS(=O)(=O)N1CCC(C(=O)NCc2ccncc2)CC1	0%	-2	8%	4%	-6%	-0.4%	-23%	-7%	-5%	-2%
Cc1ccc(C(=O)CSc2nnc(CNc3ccc(C)cc3C)o2)cc1	0%	-1	5%	-14%	-7%	0.1%	-3%	-2%	11%	?
COC(=O)C1C(c2ccccc2)C(C(=O)OCc2ccco2)C1c1ccccc1 (stereo not given)	-4%	25	2%	11%[7.66 µM]	-10%	2.8%	-43%	0%[46.1 µM]	11%	?
Cc1cc(=O)n2nc(N3CCCC(C(=O)NCc4cccc(Br)c4)C3)sc2n1 (stereo not given)	0%	0	1%	-10%	7%	-0.6%	8%	2%	16%	17%
NS(=O)(=O)c1cccc(NC(=O)c2cncc(Br)c2)c1	-1%	12	0%	44%	-4%	-0.1%	13%	1%	1%	-13%
O=C(Cn1c(NCCO)nc2ccccc21)c1ccc(Cl)cc1	-2%	?	-5%	10%	-7%	0.5%	-27%	-3%	-9%	0%
CS(=O)(=O)N1CCCC(C(=O)NCc2ccccc2Cl)C1 (stereo not given)	-7%	-18	2%	28%	15%	0.0%	-3%	1%	-2%	12%
COc1ccc(C(=O)OCc2c(C)noc2C)cc1	-2%	2	3%	4%	0%	-0.1%	-5%	1%	21%	?
